CHO parental Ca – ATP-evoked calcium signal inhibitors, parental CHO, primary screen, counter-screen for OX1R antagonist project, cell-based, fluorescence, Fluo-8 calcium dye; parental CHO-K1, ATP-induced calcium, Fluo-8 fluorescence; inhibition, % at 5.6 µM; hit rate 0.63% among 330,000;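 active means inhibition above that plate's mean sample inhibition plus 3 SD, cut at about 26% in these data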;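 further: 0% = ATP-challenged DMSO wells and 100% = DMSO wells without ATP; some compounds past the cut are filed as inactive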
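Test system: untransfected parental CHO cell line. Compound: one dose, 5.6 µM nominal. Detection: intracellular calcium via Fluo-8 no-wash fluorescent dye. Measure: % inhibition. Benchmarks: ATP-challenged DMSO wells low, unchallenged DMSO wells high.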
M1 antag – human M1 muscarinic receptor antagonists, primary screen, CHO-K1 cells, Fluo-8 calcium fluorescence, 1536-well; Muscarinic acetylcholine receptor M1 (Homo sapiens), P11229; CHO-K1 hM1, ACh EC80 antagonist; inhibition, % at 3 µM; hit rate 1.3% among 360,000; AID 588852, 2011;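 active means percent inhibition above its own plate's cutoff, namely the mean of that plate's compound wells plus 3 SD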;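 further: peak over basal fluorescence ratio during 140 s after agonist addition; 0% = ACh EC80 plus DMSO and 100% = DMSO alone without agonist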
OXTR potentiate – human OXTR potentiators, primary screen, fluorescence, CHO-OTR cells, Fluo-8 calcium | Oxytocin receptor (Homo sapiens), P30559 | Fluo-8 calcium fluorescence, potentiator mode; 0% = oxytocin EC15, 100% = EC100 | activation, % at 3 µM | hit rate 0.061% among 320,000;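 active means activation above that plate's cutoff, the mean activation of tested compounds plus 3 SD, cut at about 6.6% in these data, passing the limit was not always enough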;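 further: 100% uses oxytocin at 75 nM as the full agonist control; some results filed as inactive read as strong as hits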
Target sequence (P30559 whole entry, looked up): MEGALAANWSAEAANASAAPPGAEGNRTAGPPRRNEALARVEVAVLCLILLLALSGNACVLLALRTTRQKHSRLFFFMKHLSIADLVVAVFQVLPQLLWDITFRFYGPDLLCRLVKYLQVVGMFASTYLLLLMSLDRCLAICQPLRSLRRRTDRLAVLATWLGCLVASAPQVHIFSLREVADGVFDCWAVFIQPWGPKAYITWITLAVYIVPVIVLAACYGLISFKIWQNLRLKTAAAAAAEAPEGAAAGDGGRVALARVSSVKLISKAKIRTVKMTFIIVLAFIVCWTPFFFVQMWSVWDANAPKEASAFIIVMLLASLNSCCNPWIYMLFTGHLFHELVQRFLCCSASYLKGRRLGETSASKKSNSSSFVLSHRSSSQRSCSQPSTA
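Measured by – Fluo-8 calcium dye fluorescence · Test system – human OTR in CHO cells · Dosing – one concentration, 3.0 µM compound · Controls – EC15 oxytocin alone as 0%, 75 nM oxytocin as 100% · Evaluation – normalized max/min fluorescence ratio, % activation · Timing – 6 min pre-incubation, 100 s read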
M4 antag – human M4 muscarinic receptor antagonists, primary screen, CHO cells, Fluo-8 calcium fluorescence | AID 624125, 2012 | inhibition, % at 3 µM | CHO-hM4 cells, ACh EC80 | hit rate 0.73% among 360,000;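 active means inhibition above its plate's cutoff, the mean inhibition of sample wells plus 3 SD, cut at about 27% in these data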;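 further: 0% = acetylcholine EC80 with DMSO and 100% = DMSO without agonist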
Target sequence (P08173 whole entry, looked up): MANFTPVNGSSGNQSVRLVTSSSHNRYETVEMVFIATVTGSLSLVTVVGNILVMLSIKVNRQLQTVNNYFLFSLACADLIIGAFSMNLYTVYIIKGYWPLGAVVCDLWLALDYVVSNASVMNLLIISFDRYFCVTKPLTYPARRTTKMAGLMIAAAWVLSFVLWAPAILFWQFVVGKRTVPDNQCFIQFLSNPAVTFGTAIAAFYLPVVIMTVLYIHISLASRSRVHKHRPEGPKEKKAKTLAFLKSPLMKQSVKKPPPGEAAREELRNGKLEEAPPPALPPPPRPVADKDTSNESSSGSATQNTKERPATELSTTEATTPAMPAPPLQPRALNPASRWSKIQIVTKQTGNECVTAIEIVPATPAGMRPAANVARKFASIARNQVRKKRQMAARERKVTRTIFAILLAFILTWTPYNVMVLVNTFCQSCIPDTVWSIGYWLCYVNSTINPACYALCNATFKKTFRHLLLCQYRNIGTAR
M4 ag – human M4 muscarinic receptor agonists, primary screen, CHO-K1 cells, Fluo-8 calcium fluorescence | Muscarinic acetylcholine receptor M4 (Homo sapiens), P08173 | CHO-K1 hM4/Gqi5; vehicle 0%, full acetylcholine response 100% | activation, % at 3 µM | hit rate 0.14% among 360,000 | AID 624127, 2012;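 active means activation above the run mean over all test wells plus 3 SD, cut at about 32% in these data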;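 further: peak over basal fluorescence ratio per well then scaled between controls; 0% = DMSO wells and 100% = acetylcholine at EC100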
CHO-K1 Ca antag – M1 antagonist counterscreen hit in parental CHO-K1 cells; ATP-induced calcium, Fluo-8 fluorescence; inhibition, % at 3 µM; hit rate 0.6% among 360,000;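 active means inhibition above a per-plate cutoff, the plate's mean sample inhibition plus 3 SD, cut at about 24% in these data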;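 further: 0% = DMSO plus EC80 ATP and 100% = DMSO alone without ATP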
M1 PAM – human M1 muscarinic receptor positive allosteric modulators, primary screen, CHO-K1 cells, Fluo-8 calcium fluorescence, 1536-well. CHO-K1 hM1, ACh EC20; 0% = ACh EC20, 100% = maximal ACh. activation, % at 3 µM. hit rate 0.088% among 360,000; in the data active means activation above about 19%, passing the limit was not always enough
CHRM1 agonist – human M1 muscarinic receptor agonists, primary screen, Fluo-8 calcium fluorescence, CHO-K1 cells, HTS. CHO-K1 hM1, agonist mode; 0% DMSO, 100% acetylcholine EC100. hit rate 0.33% among 360,000. activation, % at 3 µM. Muscarinic acetylcholine receptor M1 (Homo sapiens), P11229. AID 588814, 2011;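 active means activation above the run's mean compound activation plus 3 SD, cut at about 16% in these data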;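 further: peak over basal fluorescence ratio within a 140 s kinetic read after compound addition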
M1 ag parental – counter-screen for M1 agonists: effect in parental CHO-K1 cells; Fluo-8 calcium fluorescence; scaled to maximal ATP response, vehicle zero; activation, % at 3 µM; hit rate 0.48% among 360,000; in the data active means activation above about 15%;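 further: untransfected CHO-K1 host cells lacking M1 receptor as counterscreen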
* hit, by the source's call; . = not tested or not shown. Some of the compounds tested (hit frequency here may not be typical).

SMILES	CHO parental Ca	M1 antag	OXTR potentiate	M4 antag	M4 ag	CHO-K1 Ca antag	M1 PAM	CHRM1 agonist	M1 ag parental
O=c1[nH]c2ccccc2n1C1CCN(C(c2ccccc2)c2nnnn2-c2ccc3c(c2)OCCO3)CC1 (configuration not stated)	.	5	.	34*	21	-17	-13	0	6.2
COc1cccc(-c2nc(CS(=O)CC(=O)N3CCC4(CC3)OCCO4)c(C)o2)c1 (configuration not stated)	-9	2	1	10	1	1	-3	-4	1.3
O=C1NC(=O)N(Cc2ccco2)C(=O)/C1=C\c1cccn1CCOc1ccc(Cl)cc1	3	1	-9	4	2	10	3	-8	2.1
CC[N+](CC)(CC)CC	-1	-18	-5	1	1	3	-1	-1	0.0
Cc1ncc([N+](=O)[O-])n1CCOc1nonc1N	11	-1	-7	0	0	19	7	-5	0.1
COc1ccc(NC(=O)N2C[C@@H]3C[C@@H](C2)c2cccc(=O)n2C3)c(OC)c1	-5	-12	0	-19	3	-6	7	-1	0.1
Cc1cccc(C)c1-n1nnnc1C(c1cccs1)N1CCC2(CC1)C(=O)NCN2c1ccccc1 (configuration not stated)	.	-14	.	-19	4	-8	2	-1	0.3
Cc1ccc(OC(=O)N(C)C[C@@H]2OCc3cnnn3CCCC(=O)N([C@H](C)CO)C[C@H]2C)cc1	.	-5	.	-23	2	-15	3	-4	0.9
Cc1[nH]c2ccccc2c1CN1CCCCC1	.	-8	.	2	1	-7	5	-1	0.9
COC(=O)c1cccc(NC(=O)N2C[C@H]3C[C@@H](C2)c2cccc(=O)n2C3)c1	-14	-5	2	-3	1	8	4	-2	0.1
COC(=O)C1=C(c2cc3ccccc3o2)C[C@@H]2CC[C@H]1N2C(=O)N1CCOCC1	-8	3	2	2	3	-14	1	-5	-0.2
CCCN1CCC(NC2CCC(O)CC2)CC1 (configuration not stated)	-3	-15	-5	-8	1	2	8	-6	0.5
CCOc1ccccc1-n1c(O)c(C=NCc2ccc3c(c2)OCO3)c(=O)[nH]c1=O	-20	-8	-5	-4	1	-20	7	-4	0.2
COc1ccccc1CNCCc1cccc(Cl)c1	.	-11	.	-6	4	7	3	0	6.8
O=C(c1ccncc1)C12CN3CN(CN(C3)C1)C2	6	-2	-4	-3	1	1	4	-4	0.1
O=c1[nH]c2ccccc2n1C1CCN(C(c2cccc3ccccc23)c2nnnn2Cc2ccccc2)CC1 (configuration not stated)	.	-1	.	24	14	-4	0	3	4.1
Cc1ccccc1CN1Cc2cnnn2-c2ccccc2C1C#N (configuration not stated)	.	5	.	-1	3	3	-8	-9	2.5
O=C(CSc1ccccc1)N1CCC2(CC1)OCCO2	-5	-4	0	-12	0	-15	7	-6	2.6
Cc1ccc2occ(CN3CC4CC(C3)c3cccc(=O)n3C4)c(=O)c2c1 (configuration not stated)	-13	-15	-9	-10	0	-14	1	-9	0.5
N#CC12CNCC1CN=N2 (configuration not stated)	-1	-2	-1	-13	2	3	7	-1	0.6
C[C@]12C=CC(=O)C=C1CC[C@@H]1[C@@H]2CC[C@]2(C)C(=O)CC[C@@H]12	.	-15	.	1	0	5	10	-3	0.5
COc1ccc(Cc2c(O)[nH]c(=O)[nH]c2=O)c(OC)c1	-1	-1	-1	-1	0	-4	4	-1	1.0
O=Cc1cn(Cc2c(F)cccc2Cl)c2ccccc12	-4	1	-18	4	6	-9	-3	0	7.7
CCC(=NCc1cccnc1)c1c(O)n(C2CCCCC2)c(=O)[nH]c1=O	-8	-6	-5	-4	1	-3	6	-5	1.0
CCOP(=S)(OCC)SCOC(=O)NCC(=O)OC	3	-5	-10	-2	1	-15	2	-4	0.3

Next entries follow.
SMILES	CHO parental Ca	M1 antag	OXTR potentiate	M4 antag	M4 ag	CHO-K1 Ca antag	M1 PAM	CHRM1 agonist	M1 ag parental
O=C(NC1CCCCC1)N1C[C@H]2C[C@@H](C1)c1cccc(=O)n1C2	1	-13	-2	-13	1	0	17	3	0.0
Cc1ccccc1CC(=O)N(CCN(C)C)CC1CCCN(Cc2ccccc2F)C1 (configuration not stated)	-13	-1	-6	6	1	-4	2	-8	0.1
CC(=O)c1ccc2c(c1)C1C(Cl)C(Sc3ccccc3[N+](=O)[O-])CC1C(c1ccccc1)N2 (configuration not stated)	-7	-11	-8	3	1	1	10	0	-0.3
CN/C=C(/Cl)P(=O)(OC(C)C)OC(C)C	-1	-11	4	5	1	-10	17	-1	0.0
O=C(NCC1=C(c2ccc3ccccc3c2)C[C@@H]2CC[C@H]1N2Cc1ccco1)c1ccncc1	.	25	.	2	3	9	-24	-11	0.4
CCCC1=C(C(=O)OCC)C2(C(=O)Nc3ccc(C)cc32)C(C#N)=C(N)O1 (configuration not stated)	-6	-3	-12	-2	2	-10	9	-4	0.5
CCCCn1nnnc1C(CCSC)N1CCC2(CC1)C(=O)NCN2c1ccccc1 (configuration not stated)	.	-6	.	13	22	-7	-6	-2	4.9
CCN1C(=O)/C(=C/c2ccc(N(CC)CC)cc2OC)C(=O)NC1=S	-8	0	-9	-14	1	-6	1	-4	3.8
Cc1cc(OCC(=O)NC2CCS(=O)(=O)C2)c2c3c(c(=O)oc2c1)CCC3 (configuration not stated)	-3	-2	-9	-1	0	-3	4	-3	0.3
CC(C)c1ccc(N2C(=O)NC(=O)/C(=C/C=C/c3ccco3)C2=O)cc1	1	-3	-10	1	4	12	0	3	1.9
CN1C(=O)C(=Cc2ccc(OCC(=O)Nc3ccccc3)cc2)C(=O)N(C)C1=O	-3	-4	-1	1	2	4	9	6	0.8
NCCCN1CCN(c2ccccc2)CC1	-10	4	-3	23	1	-10	-1	-5	0.8
COC(=O)C1=C(c2ccccc2)C[C@@H]2CC[C@H]1N2C(=O)NC(C)C	-20	9	3	4	1	-10	-2	-6	0.1
COC(=O)C1=C(c2cccc(OCc3ccccc3)c2)C[C@@H]2CC[C@H]1N2C(=O)NCCCc1ccccc1	-10	-7	-2	2	4	6	7	1	0.3
COC(=O)C1=C(c2ccc3ccccc3c2)C[C@@H]2CC[C@H]1N2C(=O)NC(C)C	-3	-12	-1	-7	2	-3	7	-4	0.3
CCOc1cc2c(cc1OCC)-n1cccc1C(c1c(O)cccc1OC)NC2 (configuration not stated)	-24	-5	1	-14	2	-18	6	-6	0.1
CCCCn1nnnc1C(C1CC1)N1CCC2(CC1)C(=O)NCN2c1ccccc1 (configuration not stated)	.	-26	.	-6	6	-18	5	-4	1.4
Cc1cc(/C=C2\C(=O)NC(=O)N(Cc3ccccc3Cl)C2=O)c(C)n1-c1ccc(C(=O)O)cc1	-11	-4	-13	1	1	-1	9	0	12
CCn1c(C)c(C(=O)O)c2cc(OC)ccc21	-7	-5	-2	-3	0	-6	2	-5	0.2
COC(=O)C1=C(C)OC(N)=C(C#N)C12C(=O)Nc1ccccc12 (configuration not stated)	3	-3	3	0	1	-5	9	-2	0.2
COc1cc(/C=C2\C(=O)NC(=O)N(c3ccc(C)cc3)C2=O)cc(OC)c1O	-5	8	-11	5	0	-1	-6	-4	0.5
O=C(N/N=C/c1c(O)n(C2CC2)c(=S)[nH]c1=O)c1ccccc1Cl	1	-5	-4	-1	2	20	4	-3	0.4
COc1ccc2c3c([nH]c2c1)C(C)NCC3 (configuration not stated)	-15	-7	-4	-6	1	-2	1	-4	0.3
Fc1cccc(CCNCc2ccccn2)c1	-19	-11	-12	1	2	-14	1	-5	0.1
COc1ccc(CCN(C)Cc2ccncc2)cc1OC	4	-5	0	4	6	-15	8	-7	0.4

Five records drawn at random from the list so far, as already listed:
SMILES	CHO parental Ca	M1 antag	OXTR potentiate	M4 antag	M4 ag	CHO-K1 Ca antag	M1 PAM	CHRM1 agonist	M1 ag parental
NCCCN1CCN(c2ccccc2)CC1	-10	4	-3	23	1	-10	-1	-5	0.8
COC(=O)C1=C(c2cc3ccccc3o2)C[C@@H]2CC[C@H]1N2C(=O)N1CCOCC1	-8	3	2	2	3	-14	1	-5	-0.2
CCOc1ccccc1-n1c(O)c(C=NCc2ccc3c(c2)OCO3)c(=O)[nH]c1=O	-20	-8	-5	-4	1	-20	7	-4	0.2
CCCCn1nnnc1C(CCSC)N1CCC2(CC1)C(=O)NCN2c1ccccc1 (configuration not stated)	.	-6	.	13	22	-7	-6	-2	4.9
CC(=O)c1ccc2c(c1)C1C(Cl)C(Sc3ccccc3[N+](=O)[O-])CC1C(c1ccccc1)N2 (configuration not stated)	-7	-11	-8	3	1	1	10	0	-0.3

Going on with the list.
SMILES	CHO parental Ca	M1 antag	OXTR potentiate	M4 antag	M4 ag	CHO-K1 Ca antag	M1 PAM	CHRM1 agonist	M1 ag parental
CC(=O)NC1C(OC(=O)Cc2ccccc2)OC(COC(C)=O)C(OC(C)=O)C1OC(C)=O (configuration not stated)	8	-2	-15	-7	1	-12	4	-3	0.3
COc1cc(OC)c(OC)cc1CNC(C)C(O)c1ccccc1 (configuration not stated)	-6	-8	-6	0	0	4	13	-6	-0.9
COC(=O)C1=C(c2cc3ccccc3s2)C[C@@H]2CC[C@H]1N2C(=O)NCc1cccc2ccccc12	-19	8	-9	-1	-1	15	-11	-3	0.1
N#CC1c2ccccc2-n2nncc2CN1C(=O)CCc1ccccc1 (configuration not stated)	.	-12	.	-15	2	-14	11	-3	1.2
CCN(CC)P(=S)(c1c(C)nc2ccccn12)c1c(C)nc2ccccn12	-15	-3	-9	-5	2	2	5	-4	-0.5
C/C(=N\N1CCCCC1)c1c(O)[nH]c(=O)[nH]c1=O	0	-7	-2	9	0	-1	7	-2	0.5
C[C@@H]1O[C@@H](O[C@H]2C[C@@H](O)[C@]3(CO)[C@@H]4C(CC[C@]3(O)C2)[C@@]2(O)CC[C@H](C3COC(=O)C3)[C@@]2(C)C[C@H]4O)[C@H](O)[C@H](O)[C@H]1O (some centres not stated)	-6	-38	-6	-9	0	-2	8	5	0.9
COC(/C(C)=C/C=C/C(C)=C/c1coc(C)n1)C(C)C1CC(O)C2(C)OC2C=CC(C)C2CC(CC(=O)O2)CC2OC2C(=O)O1 (configuration not stated)	.	-11	.	-8	1	-7	7	-1	0.0
Nc1ccccc1C(=O)OCC(=O)Nc1ccc(Br)cc1F	-19	1	0	-2	-1	-2	-2	-5	0.8
CCOC(=O)c1cccc(C2=C(CNC(C)=O)[C@H]3CC[C@@H](C2)N3Cc2ccccc2)c1	.	31*	.	1	1	17	-15	-7	-0.6
O=C(CCc1ccccc1)N1C[C@H]2C[C@@H](C1)c1cccc(=O)n1C2	-7	-11	-2	0	1	5	7	-4	0.1
CCCCn1c(=O)c(C=Nc2cc([N+](=O)[O-])ccc2OC)c(O)n(CCCCl)c1=O	-17	-1	1	7	1	-3	11	-8	2.1
CC1C(c2cccs2)=[N+]([O-])C(C)(C(=O)c2cccs2)N1O (configuration not stated)	-12	-8	0	-7	0	-3	13	4	1.4
CCOC(=O)c1c(N)n(CCN2CCOCC2)c2nc3ccccc3nc12	-13	-3	-9	-2	1	4	1	-6	-0.2
